# HEK293 NFkB inh = inhibitors of PMA/ionomycin-induced NF-kB reporter, primary screen, antigen receptor NF-kB inhibitor project, cell-based, HEK-293 luciferase reporter, luminescence. HEK-293 NF-kB luciferase reporter. inhibition, % at 3 µM. 62,000 tested, 0.21% active. AID 465, 2006;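 active = inhibition above the mean of all tested compounds plus 3 SD, cut at about 40% in these data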;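 note: 0% = stimulated DMSO wells and 100% = 10 µM reference inhibitor 5653914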
#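 System: NF-kB luciferase reporter HEK-293 cells | Replication: Single test | Control set: DMSO vs reference inhibitor | Evaluation: % inhibition | Schedule: 1 h pretreatment, 16 h stimulation, 37 °C | Probe or stimulus: PMA with ionomycin | Compound dosing: One dose, 3 µM | Detection: Luciferase luminescence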
# PKA kinase inh = inhibitors of human PKA kinase activity, primary screen, biochemical, ATP-depletion luminescence, Kemptide substrate; cAMP-dependent protein kinase catalytic subunit alpha (Homo sapiens), P17612; PKA Kemptide phosphorylation, Kinase-Glo ATP luminescence; inhibition, % at 6 µM; 65,000 tested, 0.1% active;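 active = inhibition above the screen-wide mean inhibition plus 3 SD, cut at about 21% in these data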; note: many of its hits are not listed in these tables
# MMP-13 inhibitor = human MMP13 inhibitors, primary screen, biochemical, FRET peptide cleavage; Collagenase 3 (Homo sapiens), P45452; MMP-13 fTHP FRET cleavage, Mca fluorescence; inhibition, % at 4 µM; 65,000 tested, 0.07% active; AID 570, 2006;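 active = inhibition above the mean of compound-free control plate wells plus 3 SD, cut at about 14% in these data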;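 note: 0% = DMSO wells and 100% = wells with reference MMP-13 inhibitor after basal subtraction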
# Active calls of the source: *; [ ] = another dose, or the depositor's remark.
nr	SMILES	PKA kinase inh	MMP-13 inhibitor	HEK293 NFkB inh
1	CCn1c(SCC(N)=O)nc2c(c1=O)C1(CCCC1)Cc1ccccc1-2	2	-5	13
2	CC(C)C(CC(=O)N1CCCCC1)C1CCOC(C)(C)C1 (stereo not given)	10	7	9
3	CCOC(=O)c1cc2c3ccccc3n(CC)c2nc1N	-6	-199[fluorescence artefact?]	23
4	CSc1nnc2c(n1)OC(c1ccsc1)N(C(C)=O)c1ccccc1-2 (stereo not given)	-4	2	4
5	CCOc1ccc(NCC2CCOC(C)(C)C2)cc1 (stereo not given)	9	2	14
6	CCc1ccccc1NC(=O)CSc1nnc([C@H](CCSC)NC(=O)OC(C)(C)C)o1	6	-4	8
7	COc1ccc2[nH]c(=O)c(CN(C(=O)c3ccco3)C3CCCCC3)cc2c1	6	-18	5
8	Cn1c(=O)n(CCc2ccccc2)c(=O)c2c1nc1n2CCCN1c1ccccc1	4	0	10
9	CCOC(=O)c1sc2nc(N3CCOCC3)c3c(c2c1N)CC(C)(C)N(C)C3	8	-55[fluorescence artefact?]	4

# Looked up above:
# `Cn1c(=O)n(CCc2ccccc2)c(=O)c2c1nc1n2CCCN1c1ccccc1` @ MMP-13 inhibitor: 0
# `CCc1ccccc1NC(=O)CSc1nnc([C@H](CCSC)NC(=O)OC(C)(C)C)o1` @ MMP-13 inhibitor: -4
# `CC(C)C(CC(=O)N1CCCCC1)C1CCOC(C)(C)C1` (stereo not given) @ PKA kinase inh: 10
# `CSc1nnc2c(n1)OC(c1ccsc1)N(C(C)=O)c1ccccc1-2` (stereo not given) @ HEK293 NFkB inh: 4

# Structural class: those above containing a carbonyl joined to an NH by a bond outside any ring.
nr	SMILES	PKA kinase inh	MMP-13 inhibitor	HEK293 NFkB inh
1	CCn1c(SCC(N)=O)nc2c(c1=O)C1(CCCC1)Cc1ccccc1-2	2	-5	13
6	CCc1ccccc1NC(=O)CSc1nnc([C@H](CCSC)NC(=O)OC(C)(C)C)o1	6	-4	8

# Looked up by compound from above:
nr	SMILES	PKA kinase inh	MMP-13 inhibitor	HEK293 NFkB inh
3	CCOC(=O)c1cc2c3ccccc3n(CC)c2nc1N	-6	-199[fluorescence artefact?]	23
1	CCn1c(SCC(N)=O)nc2c(c1=O)C1(CCCC1)Cc1ccccc1-2	2	-5	13

# A portion of the library; rates above refer to the full screens.
